From PubChem
CHO-K1 Ca antag: counter-screen for M1 antagonists: effect in parental CHO-K1 cells | ATP-induced calcium, Fluo-8 fluorescence | inhibition, % at 3 µM | 0.6% of 360,000 active | AID 602250;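 active = inhibition above a per-plate cutoff, the plate's mean sample inhibition plus 3 SD, cut at about 24% in these data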;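 also: 0% = DMSO plus EC80 ATP and 100% = DMSO alone without ATP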
TAAR1 antagonist: antagonists of human TAAR1. Q96RJ0. CHO RD-HGA16 TAAR1, Fluo-8 calcium fluorescence, antagonist. inhibition, % at 3 µM. 1.5% of 360,000 active;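 active = inhibition above a per-plate cutoff, the mean inhibition of test compounds on that plate plus 3 SD, cut at about 49% in these data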;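 also: 0% = DMSO plus EC80 beta-PEA response and 100% = DMSO alone without agonist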
Target sequence (Q96RJ0 whole entry, looked up): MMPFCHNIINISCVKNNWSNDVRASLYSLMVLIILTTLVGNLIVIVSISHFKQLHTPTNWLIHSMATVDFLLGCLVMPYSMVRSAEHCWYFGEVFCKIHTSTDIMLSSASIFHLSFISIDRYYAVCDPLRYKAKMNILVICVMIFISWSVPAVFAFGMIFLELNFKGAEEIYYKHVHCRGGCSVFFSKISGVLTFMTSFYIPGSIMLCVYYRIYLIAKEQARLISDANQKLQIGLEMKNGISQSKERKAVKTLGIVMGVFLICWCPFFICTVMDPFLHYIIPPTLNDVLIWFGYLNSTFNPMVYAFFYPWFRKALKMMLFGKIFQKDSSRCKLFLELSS
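Test system – hTAAR1-expressing CHO RD-HGA16 cells, Gα16-coupled · Also added – β-PEA at EC80 concentration, post-compound challenge · Compound – 3 µM, single point · Incubation – dye loading 75 min at 37 °C, then 30 min room temperature · Measured by – Fluo-8 intracellular calcium dye fluorescence, real-time kinetic reads · Benchmarks – vehicle and agonist controls · Replicates – singlicate, one well per test compound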
OXTR potentiator: potentiators of human oxytocin receptor. CHO-OTR cells, Fluo-8 calcium fluorescence, potentiator mode; 0% = oxytocin EC15, 100% = EC100. P30559. 0.061% of 320,000 active. activation, % at 3 µM;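 active = activation above that plate's cutoff, the mean activation of tested compounds plus 3 SD, cut at about 6.6% in these data, passing the limit was not always enough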;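 also: 100% uses oxytocin at 75 nM as the full agonist control; some results filed as inactive read as strong as hits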
Target sequence (P30559 whole entry, looked up): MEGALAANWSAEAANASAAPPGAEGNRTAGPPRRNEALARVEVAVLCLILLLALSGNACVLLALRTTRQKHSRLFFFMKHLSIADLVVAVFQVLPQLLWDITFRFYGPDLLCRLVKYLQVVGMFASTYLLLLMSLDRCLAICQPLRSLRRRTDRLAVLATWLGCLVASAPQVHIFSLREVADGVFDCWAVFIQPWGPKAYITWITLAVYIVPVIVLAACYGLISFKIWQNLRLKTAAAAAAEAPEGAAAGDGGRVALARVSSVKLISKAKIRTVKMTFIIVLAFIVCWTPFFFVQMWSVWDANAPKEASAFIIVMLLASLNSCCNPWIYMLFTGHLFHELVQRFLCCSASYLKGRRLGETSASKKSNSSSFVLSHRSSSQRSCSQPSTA
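Assay system: CHO-OTR cells, human receptor / Also added: oxytocin at about EC15, sub-maximal agonist stimulus / Dosing: single dose, 3.0 µM nominal final compound concentration / Incubation: 6 min pre-incubation, 100 s read / Technique: Fluo-8 calcium dye fluorescence / Read-out: % activation vs EC15 and EC100 oxytocin / Benchmarks: EC15 oxytocin low, 75 nM oxytocin high / Replicates: singlicate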
M1 ag parental: M1 agonist counterscreen hit in parental CHO-K1 cells; activation, % at 3 µM; AID 602248; 0.48% of 360,000 active; Fluo-8 calcium fluorescence; scaled to maximal ATP response, vehicle zero; in the data active = activation above about 15%;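 also: untransfected CHO-K1 host cells lacking M1 receptor as counterscreen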
CHRM1 agonist: activates human CHRM1 receptor. 0.33% of 360,000 active. P11229. CHO-K1 hM1, Fluo-8 calcium fluorescence, agonist mode; 0% DMSO, 100% acetylcholine EC100. activation, % at 3 µM. AID 588814;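 active = activation above the run's mean compound activation plus 3 SD, cut at about 16% in these data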;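 also: peak over basal fluorescence ratio within a 140 s kinetic read after compound addition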
TAAR1 ag: human TAAR1 agonism; CHO RD-HGA16 TAAR1, Fluo-8 calcium fluorescence; vehicle wells 0%, saturating PEA agonist 100%; 0.99% of 360,000 active; AID 624467; Q96RJ0; activation, % at 3 µM;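 active = activation above the mean activation of all test compounds in the run plus 3 SD, cut at about 38% in these data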
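Benchmarks: low control DMSO, high control PEA (EC100); System: CHO RD-HGA16 cells carrying human TAAR1 plus Gα16; Detection: Fluo-8 fluorescence, 5 s baseline then 140 s kinetic read; Schedule: 17-24 h plating, Fluo-8 75 min 37 °C, 30 min RT; Read-out basis: % activation from peak over basal fluorescence ratio, DMSO-to-PEA scaled.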
M1 PAM parental: M1 PAM counterscreen hit in parental CHO-K1 cells. ATP EC20, Fluo-8 calcium fluorescence; 0% at ATP EC20, 100% at ATP max. activation, % at 3 µM. 0.02% of 360,000 active;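 active = activation above the run cutoff, the mean activation of all test compounds plus 3 SD, cut at about 40% in these data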;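 also: peak over basal fluorescence ratio in a 140 s read after ATP addition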
V1aR counter: counter-screen for oxytocin receptor agonists: human V1a receptor agonists; P37288; CHO-V1R cells, Fluo-8 calcium fluorescence, agonist mode; 0% DMSO, 100% 3 nM vasopressin; activation, % at 3 µM; 0.25% of 320,000 active; AID 2797;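 active = activation above the mean activation of all tested compounds plus 3 SD, per screening run, cut at about 20% in these data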;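 also: signal is peak over basal fluorescence ratio across a 100 second FLIPR read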
CHO parental Ca: counter-screen: ATP calcium response change in parental CHO cells; parental CHO-K1, ATP-induced calcium, Fluo-8 fluorescence; 0.63% of 330,000 active; inhibition, % at 5.6 µM;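 active = inhibition above that plate's mean sample inhibition plus 3 SD, cut at about 26% in these data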;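 also: 0% = ATP-challenged DMSO wells and 100% = DMSO wells without ATP; some compounds past the cut are filed as inactive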
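Measured by: calcium-sensitive Fluo-8 fluorescence / Test system: CHO parental line / Controls: ATP-challenged DMSO wells low, unchallenged DMSO wells high / Measure: % inhibition / Compound: single nominal dose of 5.6 µM per compound / Replicates: single well per compound, no replicates / Reagent: ATP as calcium-mobilizing challenge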
The depositor's hits bear a star; nt = no result given.

Compound | CHO-K1 Ca antag | TAAR1 antagonist | OXTR potentiator | M1 ag parental | CHRM1 agonist | TAAR1 ag | M1 PAM parental | V1aR counter | CHO parental Ca
CCC1(C)NC(=O)N(/N=C/c2ccc(C)s2)C1=O (configuration not stated) | -16 | -22 | -13 | 1.6 | -2 | 2 | 12 | 0.5 | -5
C[C@]12CC[C@H](O)CC1=CCC1C2CC[C@@]2(C)C1CC[C@@H]2NC(=O)[C@@H](N)CO (some centres not stated) | -6 | -13 | nt | 1.0 | -8 | 3 | 16 | nt | nt
CCCCN(C)Cc1c(C)[nH]c2ccc(OCC)cc2c1=O | -6 | -29 | -3 | -0.4 | -2 | 3 | 2 | 0.7 | -5
CC(=O)Oc1ccc2c(=O)c(Oc3ccccc3)c(C)oc2c1OC(C)=O | -8 | -1 | 10 | 0.5 | -6 | 2 | 20 | 0.0 | 12
CCc1ccccc1NC(=S)N1CCN(c2ccccc2F)CC1 | -19 | -14 | 0 | 0.2 | -4 | 5 | 18 | 0.7 | -7
O=C1c2ccccc2C(=O)N1Nc1ccccc1 | -6 | -3 | -5 | 0.8 | -5 | 11 | 15 | 0.0 | -6
CCCC(C)NCC(=O)Nc1ccccc1-c1ccccc1 (configuration not stated) | 3 | -2 | -4 | -0.2 | -6 | 7 | 11 | -0.8 | -9
CN(C(=O)/C=C/c1ccccc1)C1CCS(=O)(=O)C1 (configuration not stated) | 7 | -1 | -1 | 0.3 | -2 | 2 | 4 | 1.6 | 1
Cc1ccc(S(=O)(=O)NC(=O)NCc2ccc3c(c2)OCO3)cc1 | -6 | 1 | -13 | 0.1 | -2 | 11 | 10 | 0.7 | 2
Clc1ccccc1SCc1nc2ccccc2[nH]1 | -4 | 22 | 1 | 1.9 | -4 | 1 | 24 | 1.7 | -13
COc1ccc(Br)cc1CSC(=N)N | 1 | 16 | -2 | 2.5 | -13 | 46* | 3 | 2.5 | -9
CCOC(=O)C1(C)CCCN(C(=O)c2ccc(OC(F)F)cc2)C1 (configuration not stated) | -11 | -12 | nt | 1.7 | -4 | 0 | 23 | nt | nt
NC(=O)c1nn(-c2ccc(Oc3ccccc3)cc2)c(=O)cc1O | -4 | -7 | -6 | 0.4 | -7 | 3 | 9 | 1.5 | 6
Cc1ccc(C(=O)NNC(=O)c2cc3cc4ccccc4nc3s2)cc1 | -8 | -14 | -6 | 1.1 | -3 | 11 | 20 | 0.1 | -8
CC(C)C(NC(=O)c1cccs1)C(=O)NC1=NCCS1 (configuration not stated) | -11 | 13 | -1 | 0.2 | -5 | 9 | 16 | -0.6 | -3
COC(=O)C1C2C=CC3(CN(CCc4ccccc4)C(=O)C13)O2 (configuration not stated) | -2 | -3 | 1 | 0.7 | -2 | 8 | 16 | 1.0 | 6
C[C@@H]1CN([C@@H](C)CO)C(=O)c2cc(NC(=O)c3ccncc3)ccc2O[C@@H](C)CCCCO[C@@H]1CN(C)C(=O)Cc1ccccc1 | -5 | -3 | nt | 0.1 | -4 | 2 | 14 | nt | nt
COc1ccccc1CNS(=O)(=O)c1ccc(-n2cnnn2)c(C)c1 | -11 | 1 | -3 | 5.2 | -1 | -3 | 7 | 4.1 | -10
COC(=O)c1ccc(NC(=O)C2CC(=O)N(c3ccc(C)cc3)C2)cc1 (configuration not stated) | -6 | 7 | -8 | -0.2 | -6 | 1 | 4 | -0.4 | -9
CCCc1cc(=O)oc2cc(OCC(=O)NCCCN3CCOCC3)c(Cl)cc12 | -2 | -15 | 1 | 0.4 | -6 | 0 | -7 | 1.4 | -12
COc1ccc(C(C#N)c2ccc(Cl)nn2)cc1 (configuration not stated) | 6 | 3 | -8 | 3.9 | -4 | 4 | -10 | -0.3 | -14
NC(=O)COc1ccc2cc(-c3ccccc3)c(=O)oc2c1 | -8 | 8 | -9 | 3.1 | 2 | 4 | 3 | 0.9 | 15
COc1ccc(-c2cc(=O)oc3c(C)c(OCC(=O)Nc4cccnc4)ccc23)cc1 | -12 | 16 | -6 | 2.6 | -2 | 5 | 0 | 3.7 | -15
CCCN(CCC)C(=O)/C=C/c1cccc([N+](=O)[O-])c1 | -8 | 2 | -16 | 0.1 | -5 | -4 | 9 | -0.9 | -2
COC(=O)Cn1c(CN2CCN(c3ccc(F)cc3)CC2)nc2c1c(=O)n(C)c(=O)n2C | -8 | nt | 1 | 2.0 | -3 | nt | 29 | 0.4 | 2
COc1ccc(-c2cc(C3CCN(Cc4ccc([N+](=O)[O-])cc4)CC3)[nH]n2)cc1 | 15 | -6 | -4 | 1.5 | -3 | 48* | -7 | 5.6 | -28
CCN(CCNC(=O)C1CCN(c2nnc(-n3cccc3)s2)CC1)c1ccccc1 | -8 | -12 | -4 | -0.3 | -8 | -2 | 23 | -0.8 | -13
O=C(C1=C[C@@H](c2ccc(Br)cc2)C[C@@H](OCc2ccc(CO)cc2)O1)N1CCN(Cc2ccc3c(c2)OCO3)CC1 | -5 | nt | -9 | 0.5 | -2 | nt | 13 | 1.3 | 3
Cc1nn(-c2ccc(Cl)c(Cl)c2)c(C)c1C(=O)O | -2 | -11 | -1 | 0.1 | -8 | 0 | 16 | 2.2 | 4
COc1ccccc1NS(=O)(=O)c1ccc2c(c1)NC(=O)C(C)S2 (configuration not stated) | -9 | 1 | -8 | 9.8 | 5 | 5 | 3 | 6.2 | 4

Random excerpt: 4 records from the list, in no set order.
Compound | CHO-K1 Ca antag | TAAR1 antagonist | OXTR potentiator | M1 ag parental | CHRM1 agonist | TAAR1 ag | M1 PAM parental | V1aR counter | CHO parental Ca
COc1ccc(-c2cc(C3CCN(Cc4ccc([N+](=O)[O-])cc4)CC3)[nH]n2)cc1 | 15 | -6 | -4 | 1.5 | -3 | 48* | -7 | 5.6 | -28
O=C1c2ccccc2C(=O)N1Nc1ccccc1 | -6 | -3 | -5 | 0.8 | -5 | 11 | 15 | 0.0 | -6
C[C@@H]1CN([C@@H](C)CO)C(=O)c2cc(NC(=O)c3ccncc3)ccc2O[C@@H](C)CCCCO[C@@H]1CN(C)C(=O)Cc1ccccc1 | -5 | -3 | nt | 0.1 | -4 | 2 | 14 | nt | nt
CC(=O)Oc1ccc2c(=O)c(Oc3ccccc3)c(C)oc2c1OC(C)=O | -8 | -1 | 10 | 0.5 | -6 | 2 | 20 | 0.0 | 12

Next section
Compound | CHO-K1 Ca antag | TAAR1 antagonist | OXTR potentiator | M1 ag parental | CHRM1 agonist | TAAR1 ag | M1 PAM parental | V1aR counter | CHO parental Ca
Cc1cc(S(=O)(=O)Nc2ccc(C(=O)NCC3(N4CCCCC4)CCCCC3)cc2)ccc1F | 1 | 2 | 7 | 1.3 | -6 | 1 | 15 | 0.1 | -14
O=C(Nc1ccc(CN2CCOCC2)cc1)c1ccc(F)cc1 | -13 | -21 | -5 | 1.9 | -8 | 2 | 14 | 0.1 | -2
O=C(NCc1ccccc1)C(c1ccccc1)N(Cc1ccc2c(c1)OCO2)C(=O)Cc1cccs1 (configuration not stated) | 6 | 80* | -13 | 3.8 | 1 | 10 | 4 | 1.2 | -19
O=c1[nH]ccc2c(O)cccc12 | 2 | -6 | 3 | -0.1 | 27* | 1 | 7 | -0.6 | 2
Cc1ccc(S(=O)(=O)N2CCN(C(=O)CSC3CCCC3)CC2)c(C)c1 | -13 | 12 | -15 | 1.2 | -2 | 1 | 13 | 2.4 | -20
O=C(O)c1csc(Cc2ccccc2)n1 | 0 | 8 | -28 | -0.4 | -4 | 1 | -6 | 0.6 | -6
O=c1[nH]c2ccccc2nc1Cc1ccccc1 | 0 | -12 | -22 | 0.5 | -2 | 4 | 11 | -0.3 | -3
O=c1cc(-c2ccc(Br)cc2)[nH][nH]1 | -8 | 10 | -6 | 1.6 | -1 | 11 | 25 | 3.1 | -1
COc1cccc(NC(=O)CN(C)C(=O)c2ccc(NC3CC3)c([N+](=O)[O-])c2)c1 | -14 | -6 | -1 | -0.1 | -3 | 4 | 1 | 0.8 | -13
O=C(CCN1C(=O)/C(=C/c2ccco2)SC1=S)Nc1ccc(O)cc1C(=O)O | -4 | -21 | nt | 0.9 | 2 | 13 | -8 | nt | nt
CCOC(=O)CSc1cc(C(F)(F)F)nc(-c2ccccn2)n1 | -13 | -5 | -2 | 1.0 | -5 | 3 | 23 | -1.3 | -10
CCOc1ccc(N2CC(C(=O)NCc3ccc4c(c3)OCO4)CC2=O)cc1 (configuration not stated) | -16 | 6 | -8 | 0.3 | -8 | -2 | 17 | -0.5 | -12
CCOC(=O)c1sc(NC(=O)c2cc3n(n2)C(C(F)(F)F)CC(c2cccs2)N3)c(C(=O)OCC)c1C (configuration not stated) | -4 | 9 | -5 | 0.1 | -4 | 7 | -2 | 0.8 | -8
Cc1cc2ccccc2c(=O)n1CC(=O)NCC(=O)N1CCN(c2cccc(Cl)c2)CC1 | 1 | -2 | -2 | -0.4 | -4 | 2 | 2 | 0.8 | -21
COc1ccc(NC(=O)c2nnn(Cc3cccc(F)c3)c2N)c(OC)c1 | 5 | 7 | -4 | 0.2 | -2 | 1 | -8 | 2.4 | -5
O=C(COC(=O)c1cc(Cl)nc(Cl)c1)Nc1ccc(Cl)c(S(=O)(=O)N2CCOCC2)c1 | -2 | -15 | -6 | -0.1 | -6 | 5 | -12 | 3.4 | -6
COc1ccc(N2CCN(CCC(N)=O)CC2)cc1 | -4 | -5 | -3 | 0.4 | -2 | 3 | 14 | 1.1 | 8
Cc1ccc(N2C(=O)N(CC(=O)Nc3cccc([N+](=O)[O-])c3C)C(=O)C2C)cc1 (configuration not stated) | 6 | -28 | -6 | 1.1 | 2 | 13 | -25 | 9.5 | -12
Oc1ccccc1CC=NC1CCCCC1 | 9 | -3 | nt | -0.3 | -3 | 2 | 1 | nt | nt
O=C(Nc1cc(=O)[nH]c(=O)[nH]1)c1cccc(C(F)(F)F)c1 | -6 | -16 | -1 | 0.1 | -1 | 1 | -5 | 1.0 | -3
C/C(CCc1ccccc1)=N\NC(=O)CC(=O)NCCc1ccccc1 | -12 | -10 | -6 | 2.8 | -6 | 7 | 24 | -0.1 | -7
Cc1ccc(NC(=O)C2CC(=O)N(CCc3ccccc3)C2)cc1Cl (configuration not stated) | -7 | -1 | -5 | 0.7 | -4 | 5 | -5 | 1.7 | -13
O=C(NC1CCCCC1)C(c1ccnc2ccccc12)N1CCc2ccccc2C1 (configuration not stated) | -7 | -10 | nt | 0.5 | -5 | 8 | 9 | nt | nt
